High-throughput results from PubChem BioAssay.
PPC-1+TRAIL kill – kills PPC-1 cancer cells in the presence of TRAIL; PPC-1 cells + TRAIL, ATPLite viability luminescence; cell killing (% activity), % at 4 µM; 220,000 tested, 0.41% active; AID 1443;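 active = cell killing above 50% in the first pass at 4 µM, then a duplicate retest at 5 µM averaging 50% or more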;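 note: plate controls were cells with TRAIL plus DMSO for no effect and medium-only wells lacking cells for full effect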
NCF1 inh – blocks human p47phox regulatory protein of NADPH oxidases | P14598 | p47phox/p22phox peptide binding, fluorescence polarization, 2 h | inhibition, % at 24.7 µM | 220,000 tested, 0.53% active | AID 1274;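 active = inhibition above about 30%, limit read from the data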;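 note: 0% = p47phox with labelled peptide and 100% = labelled peptide alone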
Target sequence (P14598 whole entry, looked up): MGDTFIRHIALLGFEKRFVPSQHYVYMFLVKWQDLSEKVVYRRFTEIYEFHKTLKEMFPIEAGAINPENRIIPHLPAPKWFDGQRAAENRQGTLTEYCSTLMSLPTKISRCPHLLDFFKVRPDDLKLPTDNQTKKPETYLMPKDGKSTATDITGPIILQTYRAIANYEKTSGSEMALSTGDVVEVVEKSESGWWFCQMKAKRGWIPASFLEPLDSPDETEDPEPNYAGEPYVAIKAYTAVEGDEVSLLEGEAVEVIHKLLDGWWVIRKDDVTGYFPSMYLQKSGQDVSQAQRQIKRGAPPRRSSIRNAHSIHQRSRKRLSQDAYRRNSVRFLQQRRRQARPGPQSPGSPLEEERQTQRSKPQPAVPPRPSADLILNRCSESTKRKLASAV
Runt-SMMHC FRET – inhibitors of human RUNX1 Runt domain binding to CBFb-SMMHC; inhibition, % at 20 µM; Cerulean-Runt/Venus-CBFb-SMMHC FRET ratio 530/480, 1 h; 220,000 tested, 0.74% active;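 active = mean inhibition across duplicate retests at 20 µM reaching about 50%, limit read from the data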;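 note: 0% = DMSO wells and 100% = wells with excess untagged CBFb-SMMHC; inhibitors lower the FRET ratio by blocking Runt binding to CBFb-SMMHC; some results filed as inactive read as strong as hits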
TNF death inh – TNF-alpha cell death inhibition in Jurkat FADD-/- cells; activation (protection from cell death), % at 10 µM; Jurkat FADD-/- TNF necroptosis rescue, ATP luminescence, 24 h; 0 = TNF only, 100 = no-TNF cells; AID 463075; 220,000 tested, 0.068% active;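 active = activation, meaning protection from cell death, of at least 50% relative to plate controls; inactive = activation below 50%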;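 note: necroptosis triggered by 40 ng/mL TNF-alpha added together with compound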
TRPN1 ag – zebrafish TRPN1 (NompC) channel agonism; HEK293 zebrafish TRPN1-YFP, Fluo-8 calcium fluorescence; 100% = response to 87 µM carbachol; activation, % at 3 µM; 220,000 tested, 0.18% active;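 active = activation above its plate's cutoff, the mean activation of test wells on that plate plus 3 SD, cut at about 19% in these data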;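 note: 0% = DMSO alone and 100% = 87 µM carbachol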
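System: zebrafish TRPN1-YFP in HEK293 cells / Dosing: 3 µM single point / Timing: dye loading 1 h at 37 °C, then 30 min room temperature / Signal: Fluo-8 calcium fluorescence, excitation 470-495 nm, emission 515-575 nm / Read-out basis: percent activation from peak over basal fluorescence ratio, control-normalized / Control set: high carbachol 87 µM, low DMSO alone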
Mdm2 ligase inh – blocks human Mdm2 ubiquitin ligase activity; Q00987; cell-based MDM2 ubiquitination luciferase reporter, 2 h; 0 = plate control, 100 = twice control, blank-subtracted; signal enhancement, % at 5 µM; 210,000 tested, 0.11% active; AID 1230;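 active = signal enhancement of 30% or more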;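 note: luminescence tracks abundance of the self-degrading MDM2-luciferase fusion protein; higher signal means inhibition of MDM2 E3 ligase activity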
Target sequence (Q00987 whole entry, looked up, the tested form may be a part): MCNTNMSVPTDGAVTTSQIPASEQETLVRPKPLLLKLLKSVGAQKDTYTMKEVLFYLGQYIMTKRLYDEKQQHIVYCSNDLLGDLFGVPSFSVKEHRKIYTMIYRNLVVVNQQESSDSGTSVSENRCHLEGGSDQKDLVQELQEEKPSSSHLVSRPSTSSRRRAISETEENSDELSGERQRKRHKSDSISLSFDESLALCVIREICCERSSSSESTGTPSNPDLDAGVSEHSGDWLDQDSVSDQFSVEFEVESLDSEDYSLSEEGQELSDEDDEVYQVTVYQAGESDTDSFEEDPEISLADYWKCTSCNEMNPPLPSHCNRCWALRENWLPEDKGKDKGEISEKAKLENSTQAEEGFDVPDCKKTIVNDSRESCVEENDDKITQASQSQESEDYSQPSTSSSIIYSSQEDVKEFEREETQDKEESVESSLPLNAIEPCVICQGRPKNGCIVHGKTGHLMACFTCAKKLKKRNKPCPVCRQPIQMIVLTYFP
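Test system: stable mammalian line carrying autodegrading MDM2–luciferase fusion reporter; quantity: 2000 cells in each well; times: 4 h cell settling then 2 h compound exposure, 37 °C; detection: luminescence with SteadyLite reagent, 15 min at room temperature; evaluation: percent signal gain over controls, blank-subtracted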
EBV gp42 block – blocks Epstein-Barr virus glycoprotein 42 binding. Q1HVG2. Fluorescence polarization binding assay, mP read-out. inhibition, % (tested at 21.74 µM). 220,000 tested, 0.42% active. AID 1085; in the data active = inhibition above about 50%
TRPML3 agonist – agonists of human TRPML3 channel. Q8TDD5. HEK293 TRPML3-YFP, Fluo-8 calcium fluorescence; 100% = the carbachol control signal. activation, % at 3 µM. AID 1448. 220,000 tested, 0.29% active;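 active = activation above its plate's cutoff, the mean activation of the plate's test wells plus 3 SD, cut at about 12% in these data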;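 note: 0% = DMSO only wells and 100% = carbachol wells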
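Material: HEK293 cells stably carrying human TRPML3-YFP; compound dosing: single dose, 3 µM final nominal compound, 0.3% DMSO final; incubation: 1-h 37 °C dye load, 5-s basal, 120-s post-compound reads; technique: Fluo-8 intracellular calcium fluorescence, excitation 470-495 nm, emission 515-575 nm; read-out basis: percent activation from peak-to-basal fluorescence ratio, scaled between DMSO and carbachol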
CHOP inhibitor – CHOP inhibition in unfolded protein response; AID 2732; CHO-K1 CHOP-promoter luciferase, tunicamycin-induced, 15-18 h; inhibition, % at 10 µM; 220,000 tested, 3.8% active;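 active = compounds that reduced the stress-induced luciferase reporter signal by more than about 70% of percent inhibition, limit read from the data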;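 note: 0% = tunicamycin plus vehicle and 100% = wells without tunicamycin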
Starred values were filed as active, the others as inactive; / = not tested or not shown.

no.	mol	PPC-1+TRAIL kill	NCF1 inh	Runt-SMMHC FRET	TNF death inh	TRPN1 ag	Mdm2 ligase inh	EBV gp42 block	TRPML3 agonist	CHOP inhibitor
1	O=C(O)c1ccccc1Nc1ccnc(Cl)n1	-6	-5	0	1.9	2.0	/	-15	0.0	-7
2	Cc1nn(Cc2ccc(Br)cc2)c(C)c1NC(=O)c1nn(C)cc1Cl	11	-6	-9	-0.9	3.2	-4	-8	0.3	15
3	CCOC(=O)N1N=C(C)CC1(O)c1ccccc1 (centres undefined)	18	0	1	13	0.0	-26	-6	0.4	5
4	O=C(OCn1nnc2ccccc2c1=O)c1cccs1	4	-16	0	0.5	1.6	1	-3	0.5	8
5	Cc1cccc(-c2nc3ccccc3c(=O)n2NC(=O)c2ccc([N+](=O)[O-])c(C)c2)c1	27	-12	0	1.7	-1.8	0	5	1.0	41
6	NS(=O)(=O)c1cccnc1Nc1c(Cl)cccc1Cl	-2	-9	0	-2.8	0.3	-12	2	-0.6	20
7	Cc1ccccc1CS(=O)(=O)Cc1ccc(C(=O)NCc2ccccn2)o1	15	18	-4	-0.1	1.2	-27	11	0.3	11
8	Cc1c(C(=O)Nc2ccc(Cl)cc2)c2ccccn2c1C(=O)c1ccc(F)cc1	9	-18	-59	-1.5	1.0	-10	-29	1.3	14
9	Cc1nn(-c2ccccc2)c(C)c1P(=O)(c1ccccc1)N(C)C (centres undefined)	1	-11	-2	-3.1	0.7	0	-8	-0.3	-20
10	CC(C)C(=O)Nc1cc(S(=O)(=O)Nc2cccc(Cl)c2)ccc1Cl	1	1	1	4.3	-2.5	-8	2	-0.9	30
11	CCOC(=O)c1c(-n2c(C)cc(C=O)c2C)sc2c1CCCC2	7	-5	-1	-7.2	-1.6	-8	-13	0.3	59
12	COc1ccc(-c2[nH]nc3oc(=O)cc(C)c23)cc1	14	-2	-1	-2.0	0.4	-16	7	0.9	-17
13	Cc1cc2cc(CN(Cc3ccco3)C(=S)NCC3CCCO3)c(=O)[nH]c2cc1C (centres undefined)	5	-18	7	1.4	-0.4	0	-9	0.1	6
14	COC(=O)c1ccc(/C=N/NC(=O)CC(=O)NC(C)C)cc1	12	-4	-8	-1.9	0.0	-9	-10	0.9	16
15	O=C(NNC1OC(CO)C(O)C(O)C1O)c1cccc(Br)c1 (centres undefined)	13	10	-4	1.0	0.1	-10	-7	0.2	11
16	CCCCOc1ccc(/C(O)=C2/C(=O)C(=O)N(Cc3cccnc3)C2c2ccncc2)c(C)c1 (centres undefined)	23	-10	2	-1.4	-1.8	-14	-11	-1.0	20
17	N#C/C(=C\c1cccs1)C(=O)N1CCOCC1	-2	-35	-2	0.5	0.9	-13	-9	0.8	4
18	COc1ccc(C(=O)NCc2nnc(SCC(=O)N3CCc4ccccc43)n2Cc2ccccc2)cc1	8	-10	-1	0.7	0.1	-4	-8	0.7	50
19	Cc1c(N2C(=O)CS/C2=N\N=C\c2ccc(Br)cc2)c(=O)n(-c2ccccc2)n1C	3	-3	2	-3.8	-0.6	-10	6	-0.8	-7
20	CC(=O)NC1C(Oc2ccccc2C)OC(CO)C(O)C1O (centres undefined)	/	-4	/	-1.2	1.8	-8	-13	0.0	5
21	O=C1COc2ccc(C(=O)CCl)cc2N1	0	-7	1	-30	0.9	1	-17	2.9	101*
22	Cc1c(C(=O)Nc2ccc(C(=O)O)cc2)cnn1C	-14	2	4	-0.2	1.2	-1	-13	0.4	3
23	COc1cc(-c2nc(CN(C)C(C)c3ccncn3)c(C)o2)ccc1F (centres undefined)	-17	-13	1	-0.7	-0.4	-7	-14	0.0	11
24	CC(=O)c1ccc(OCC(=O)Nc2ccc3nc(C)sc3c2)cc1	3	-5	1	1.1	-0.8	8	-9	1.4	-5
25	CCOc1cc([N+](=O)[O-])cc2c1C(=O)Nc1ccccc1O2	30	-134	-6	-2.4	1.0	-2	-46	0.4	13
26	Nc1ccc(C(=O)N/N=C\C=C\c2ccc([N+](=O)[O-])cc2)cc1	19	4	-3	0.2	0.1	2	-10	-0.1	39
27	CCCCCCCC(O)CC(CC1CCCCC1)C(=O)NN (centres undefined)	0	9	-6	2.8	-0.3	-8	-16	-0.3	65
28	CC(Sc1nnc(C2CCCCC2)n1N)C(=O)NCc1ccc2c(c1)OCO2 (centres undefined)	17	-4	-2	-1.6	-0.9	9	-1	0.5	43
29	COc1ccc([N+](=O)[O-])cc1NC(=O)C1(c2ccc(OC)c(OC)c2)CCOCC1	-9	0	3	0.0	0.1	-6	-6	0.4	-4
30	CCN(CC)S(=O)(=O)c1ccc(N2CCOCC2)c(NS(=O)(=O)c2ccc(C)cc2)c1	-5	-5	-4	0.8	0.7	-7	0	0.3	7
31	CCCCNC(=O)c1ccccc1NC(=O)CN(c1ccccc1)S(=O)(=O)N(C)C	6	-9	4	1.2	0.0	-12	4	0.2	24
32	COc1ccc(C)cc1NC(=O)c1cnc2scc(C)n2c1=O	5	-8	8	0.9	-0.5	-7	1	0.9	-22
33	COc1ccc(C(C)=O)cc1COC(=O)Cc1n[nH]c(=O)c2ccccc12	15	0	2	-0.3	1.2	-15	-30	0.6	-8
34	COc1ccc(C2N=C(c3ccccc3)C(C)(C)N2O)cc1 (centres undefined)	-2	9	0	0.5	-0.4	-12	7	0.3	1
35	Cc1ccc(NC(=O)NNC(=O)c2snnc2C)cc1	26	-15	1	0.2	0.7	-8	-1	1.0	13
36	COc1ccc(OC)c2[nH]c(=O)c(CCNC(=O)c3ccc(S(=O)(=O)N(C)C)cc3)cc12	2	-8	2	0.1	0.7	-44	-8	0.1	19
37	COc1ccc(C2CC(c3c(Cl)cccc3Cl)n3nc(N)nc3N2)cc1 (centres undefined)	5	-7	0	2.0	4.3	-14	-13	1.7	10
38	O=C(CSc1nnc(-c2ccncc2)o1)N1CCCCCC1	6	0	2	0.0	-0.8	2	-7	1.5	-3
39	COc1ccc(C(=O)N(c2ccc(C)cc2)C2C=CS(=O)(=O)C2)cc1OC (centres undefined)	11	4	4	0.8	0.1	-4	2	0.9	4
40	CS(=O)(=O)N1CCCC(C(=O)N2CCN(c3cccc(Cl)c3)CC2)C1 (centres undefined)	-16	-12	-2	-1.5	0.5	/	-5	0.6	-16

Structures listed so far containing an NH in an aromatic ring, in the order listed:
no.	mol	PPC-1+TRAIL kill	NCF1 inh	Runt-SMMHC FRET	TNF death inh	TRPN1 ag	Mdm2 ligase inh	EBV gp42 block	TRPML3 agonist	CHOP inhibitor
12	COc1ccc(-c2[nH]nc3oc(=O)cc(C)c23)cc1	14	-2	-1	-2.0	0.4	-16	7	0.9	-17
13	Cc1cc2cc(CN(Cc3ccco3)C(=S)NCC3CCCO3)c(=O)[nH]c2cc1C (centres undefined)	5	-18	7	1.4	-0.4	0	-9	0.1	6
33	COc1ccc(C(C)=O)cc1COC(=O)Cc1n[nH]c(=O)c2ccccc12	15	0	2	-0.3	1.2	-15	-30	0.6	-8
36	COc1ccc(OC)c2[nH]c(=O)c(CCNC(=O)c3ccc(S(=O)(=O)N(C)C)cc3)cc12	2	-8	2	0.1	0.7	-44	-8	0.1	19

Next section:
Value order – PPC-1+TRAIL kill, NCF1 inh, Runt-SMMHC FRET, TNF death inh, TRPN1 ag, Mdm2 ligase inh, EBV gp42 block, TRPML3 agonist, CHOP inhibitor
(41) CN(CCC#N)C(=O)Cn1nc(Cc2ccncc2)c2ccccc2c1=O
  -3, -3, -4, 0.2, 0.9, -15, -21, 0.9, 22
(42) S=c1[nH]nc(COc2ccccc2)n1/N=C/c1ccccn1
  16, -7, 7, 1.1, 2.5, -2, -10, 1.1, -5
(43) O=C(O)c1cc2c(s1)CCCC2
  21, 3, -4, -1.4, -1.1, -4, 1, -0.5, 18
(44) Cc1ccccc1Nc1nnc(SCC(=O)NCc2cccs2)s1
  4, -19, 0, 2.2, -0.9, /, -4, 0.4, 13
(45) O=C(COc1nnnc2ccccc12)N1CCCc2ccccc21
  -10, 0, -1, -0.8, 1.1, -17, 12, 0.0, 24
(46) CN1C(=O)c2cccc3c(Cl)ccc(c23)C1=O
  -1, 3, -2, -0.7, 0.8, -12, 2, 0.6, 26
(47) COc1ccc(C(=O)Sc2ccc(C)cc2)cc1OC
  0, 0, 0, -13, -0.4, -10, -5, 0.4, 24
(48) COC(=O)COc1ccc2c(-c3cccc([N+](=O)[O-])c3)cc(=O)oc2c1
  /, 0, -2, -3.5, 0.2, -16, -12, 0.9, 24
(49) COc1cccc(CN2CCNC(=O)C2CC(=O)NCCc2cccc(C)n2)c1OC (centres undefined)
  /, 3, /, 1.0, -0.3, 9, 9, 0.9, -23
(50) CCN(CC)C(=O)CSc1nc2c(c(-c3cccnc3)c1C#N)CCCC2
  -5, -9, 2, 0.9, 0.0, -5, -9, 0.7, 5
(51) COC(=O)c1c(NC(=O)/C=C/C(=O)O)sc(C)c1-c1ccc(C(C)C)cc1
  30, -10, -4, -3.1, 0.4, 3, 6, 0.3, 10
(52) COc1ccc(NC(=O)C2=C(C)C(=O)OC23CCC(C)CC3)c(OC)c1 (centres undefined)
  24, -15, 5, 2.5, -0.6, 0, -23, -0.1, 35
(53) Cc1ccnc(NC(=O)CCC(=O)N(CC(=O)NCc2ccccc2)Cc2cccs2)c1
  26, -1, -5, 1.0, -0.7, -11, 5, 0.5, 6
(54) CC(=O)c1ccc(S(=O)(=O)Nc2cccc(-c3ccc4nncn4n3)c2)cc1
  4, -3, 0, 1.0, -0.4, -2, -6, 0.8, -7
(55) CN(C)S(=O)(=O)c1ccc(S(=O)(=O)N(CC(=O)Nc2ccccc2)Cc2ccco2)cc1
  0, -2, -2, 0.1, 2.4, -26, -2, 1.2, 13
(56) CC(C)C[C@H](NC(=O)Nc1ccc(Oc2ccccc2)cc1)C(=O)O
  19, -8, 0, 1.0, 0.1, -3, -16, 1.2, -5
(57) COc1cccc(NC(=S)N/N=C2\CC(C)(C)Oc3ccc(O)cc32)c1
  -9, 2, 1, 2.8, 0.3, -12, 9, -1.0, 0

Outcome played no part in choosing rows; about 5.9% have a hit in one of these screens.
